Bioassay records: PubChem BioAssay, National Center for Advancing Translational Sciences (NCATS)
EPAC1 antagonist: antagonists of human EPAC1. O95398. EPAC1 GEF assay, Rap1b-BODIPY-GDP exchange fluorescence. Potency, µM (top dose mostly 115 µM), for inactives: at the highest dose activity change, negative = inhibition, actives largely listed as inhibitors. actives 0.14% (n = 360,000). AID 720709;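 note: potency is the fitted concentration of half-maximal effect; plate controls were vehicle for no effect and positive control for full effect; nearly all actives have a fitted effect of over 50% in size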
CCT modulator: cytosolic chaperonin activity modulation | actives 0.3% (n = 360,000) | purified chaperonin ATPase assay, HTRF ADP detection, 30 min | activity change, % (concentration not given with the values), hits read low; in the data active = activity change below about -30%; note: % is set by controls: 0 for no effect and ±100 for the full control effect
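Enzyme 40 or 20 nM (batch-dependent) in Tris pH 7.4/KCl/MgCl2/DTT; cpd 76 uM single point; ATP 10 uM; 30 min 37 °C; Transcreener ADP HTRF detection, 30 min RT; ratio 665/615.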
MmCpn inh: M. maripaludis TRiC chaperonin inhibition | purified Mm-Cpn ATPase, ADP Transcreener TR-FRET | Potency, µM (top dose mostly 76.9 µM), without a hit: at the highest dose activity, negative = inhibition, most hits filed as inhibitors | actives 0.031% (n = 330,000); note: potency is the fitted concentration of half-maximal effect; % is set by controls: 0 for no effect and ±100 for the full control effect; nearly all actives have a fitted effect of over 80% in size
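ATPase read-out: TR-FRET ADP immunoassay (anti-ADP Eu cryptate vs ADP-d2), ex 320 nm, em 590/665 nm; signal drops as ADP forms. Enzyme 25 nM, ATP 10 uM, 30 min at 37°C after 10 min compound preincubation.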
PLK1 PBD inh: blocks phosphopeptide binding to human PLK1 polo-box domain | P53350 | Plk1 PBD binding of FITC phosphopeptide, fluorescence polarization | Potency, µM, inactives show max response, negative = inhibition, most hits filed as inhibitors | actives 2.8% (n = 360,000); note: potency is the fitted concentration of half-maximal effect; series mostly up to about 57 µM; % is set by controls: 0 for no effect and ±100 for the full control effect; nearly all actives have a fitted effect of over 65% in size
Target sequence (P53350 whole entry, looked up, the tested form may be a part): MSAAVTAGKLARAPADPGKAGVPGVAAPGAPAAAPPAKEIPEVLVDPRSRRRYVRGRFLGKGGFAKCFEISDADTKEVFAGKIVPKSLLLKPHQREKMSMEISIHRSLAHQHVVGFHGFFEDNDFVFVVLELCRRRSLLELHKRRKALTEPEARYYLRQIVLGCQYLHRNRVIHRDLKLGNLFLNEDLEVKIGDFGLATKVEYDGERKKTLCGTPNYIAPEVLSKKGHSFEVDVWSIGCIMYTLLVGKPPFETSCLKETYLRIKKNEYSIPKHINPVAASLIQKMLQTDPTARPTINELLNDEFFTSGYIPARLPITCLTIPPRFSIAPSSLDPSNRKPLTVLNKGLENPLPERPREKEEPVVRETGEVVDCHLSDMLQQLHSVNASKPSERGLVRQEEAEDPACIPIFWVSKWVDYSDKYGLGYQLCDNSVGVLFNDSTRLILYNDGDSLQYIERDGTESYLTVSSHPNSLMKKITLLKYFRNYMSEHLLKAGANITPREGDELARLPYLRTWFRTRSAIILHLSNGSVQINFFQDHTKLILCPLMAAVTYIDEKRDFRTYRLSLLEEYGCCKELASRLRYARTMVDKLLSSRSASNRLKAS
EPAC1 ag: EPAC1 (human) agonism. EPAC1 agonist qHTS, biochemical assay; response scale: 100% = response to 6.5 mM cAMP. actives 0.073% (n = 360,000). Potency, µM (series often up to 154 µM), inactives show at the top dose activation, hits mostly activators. O95398. AID 720707; note: potency is the fitted concentration of half-maximal effect; nearly all actives have a fitted effect of over 60% in size
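Nucleotide exchange by EPAC1 (100 nM) on Rap1B–BODIPY-GDP (250 nM) in the presence of 50 uM GDP is tracked fluorescently at 480/540 nm over 30 min. Signals are normalized to a 6.5 mM cAMP control.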
EPAC2 antagonist: antagonists of human EPAC2 | Q8WZA2 | EPAC2 GEF exchange of Rap1B-BODIPY-GDP, fluorescence | Potency, µM (titrated, usually from 114 µM), for the others: at the highest dose activity, negative = inhibition, actives largely listed as inhibitors | actives 0.18% (n = 360,000) | AID 720708; note: potency is the fitted concentration of half-maximal effect; % is set by controls: 0 for no effect and ±100 for the full control effect; nearly all actives have a fitted effect of over 45% in size; many of its hits are not listed in these tables
WRN inhibitor: WRN helicase (human) inhibition | Q14191 | WRN helicase unwinding, fluorescent forked duplex, kinetic | Potency, µM (doses to about 114 µM), without a hit: top-dose activity change, negative = inhibition, most hits filed as inhibitors | actives 0.46% (n = 360,000) | AID 651768; note: potency is the fitted concentration of half-maximal effect; % is set by controls: 0 for no effect and ±100 for the full control effect; nearly all actives have a fitted effect of over 55% in size
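Fluorescence dequenching readout, ex 525 nm/em 598 nm, kinetic mode: forked duplex DNA (100 nM final) with adjacent fluorophore and quencher unwound by WRN (20 nM final) with 2 mM ATP. Compound preincubation 15 min, room temperature.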
PI5P4Ka inh: blocks human PI5P4K alpha kinase activity | P48426 | PI5P4Kalpha enzyme, ADP-Glo luminescence, 60 min; active compounds read low | max response, % | actives 1.2% (n = 330,000); active = max response of -50% or lower; inconclusive = between -30% and -50%; inactive = -30% or higher; note: value at the top dose of about 77 µM; % is set by controls: 0 for no effect and ±100 for the full control effect
Target sequence (P48426 whole entry, looked up): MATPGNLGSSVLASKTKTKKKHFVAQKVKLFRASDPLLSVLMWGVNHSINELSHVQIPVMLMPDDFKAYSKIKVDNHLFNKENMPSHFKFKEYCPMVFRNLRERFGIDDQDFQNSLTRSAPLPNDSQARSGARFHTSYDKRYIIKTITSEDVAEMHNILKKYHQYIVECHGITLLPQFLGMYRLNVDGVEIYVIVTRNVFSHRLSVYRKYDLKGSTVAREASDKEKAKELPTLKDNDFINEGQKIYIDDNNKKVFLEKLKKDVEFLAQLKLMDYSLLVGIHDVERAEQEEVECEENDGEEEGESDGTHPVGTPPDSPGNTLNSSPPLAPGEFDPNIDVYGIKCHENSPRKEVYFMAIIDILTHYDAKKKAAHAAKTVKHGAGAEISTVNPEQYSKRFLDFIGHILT
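Single end-point luminescence (ADP-Glo) quantified ADP from PI5P4Kalpha turnover; ATP 5 microM final, 1 h at RT, 0.1% CHAPS and 0.28 mM EGTA in HEPES pH 7.4.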
An asterisk follows results filed as active; ? = inconclusive; / = not tested or not shown; & = joins results of further samples; [ ] = another dose, or the depositor's remark. Unless noted, calls come from the whole dose curve; as a rule, active = well fitted curve in the direction sought with a large enough effect; inconclusive = small, poorly fitted or top-dose-only effect, or another doubt; inactive = no such curve, though single readings can be large; an effect the other way counts as inactive or inconclusive. The list is partial; rates above refer to the full screens.

SMILES	EPAC1 antagonist	CCT modulator	MmCpn inh	PLK1 PBD inh	EPAC1 ag	EPAC2 antagonist	WRN inhibitor	PI5P4Ka inh
O=C1C=CC(=O)C(CNc2ccc(C(=O)OCc3ccccc3)cc2)=C1	-2%	-5.5	/	13µM*	19%	-9%	-29%	-77*
Cc1c(CCC(=O)N2CCC[C@H]2C(=O)O)c(=O)oc2c(C)c3oc4c(c3cc12)CCCC4	-23%	0.1	-6%	-25%	-24%	-30%	5%	-13
CC1=C(C(=O)N(C)C)CC(CC(=O)NC(c2ccccc2)c2ccccc2)C(=O)N1CCC1=CCCCC1 (stereo not given)	-19%	0.8	/	3%	-5%	-21%	-3%	2
Cc1ccc(/C=C/C(=O)OC(C)C(=O)Nc2ccc(Cl)cn2)o1 (stereo not given)	-10%	0.0	-1%	-29%	0%	9%	-3%	?
CC(=O)C1=C(O)C(=O)N(c2ccc(O)cc2)C1c1ccccc1F (stereo not given)	-12%	-1.8	-1%	-7%	6%	18%	9%	-3
O=C(CSc1n[nH]c(=O)n1C1CC1)Nc1ccc(F)c([N+](=O)[O-])c1	5%	-0.8	1%	0%	4%	3%	-2%	0
COc1ccc(S(=O)(=O)Nc2cc3c4c(c2)CCC(=O)N4CCC3)cc1	-9%	-0.1	0%	-1%	-9%	11%	0%	-4
CCN(CC)c1ccc(NC(=O)CCCCC(=O)Nc2ccc(N(CC)CC)cc2)cc1	13%	2.1	/	1%	1%	0%	-6%	-6
Cc1ccc(C(=O)C2=C(O)C(=O)N(c3ncccn3)C2c2ccc(Br)cc2)o1 (stereo not given)	5%	-8.2	-4%	-16%	2%	4%	-6%	-3
OC[C@@H]1CN(Cc2ccc(Cl)cc2)C[C@H](n2cnc3c(Nc4ccccc4)ncnc32)O1	-21%	1.6	/	7%	-10%	-11%	-4%	16
COc1cccc(NC(=O)CN(C)C(=O)c2cc(-c3ccc(C)o3)nc3ccccc23)c1	-16%	-0.9	-6%	-19%	17%	-5%	-3%	-12
CCOc1c(Br)cc(C(N)=O)cc1OC	-13%	-0.2	-2%	?	1%	-5%	-3%	-4
COCCNC(=O)NC1(C(F)(F)F)Oc2ccc(Cl)cc2O1 (stereo not given)	2%	-1.7	0%	-18%	-1%	2%	-2%	3
CC(C)C(NS(=O)(=O)c1ccc2c(c1)OCCCO2)C(=O)O (stereo not given)	-19%	-1.2	0%	24µM*	2%	-5%	-9%	-13
CC(=O)OC(C(=O)n1nc(C)cc1C)c1ccccc1 (stereo not given)	-2%	0.9	/	-1%	8%	1%	-4%	-3
C=CCC[C@@H](Cc1ccc(F)cc1)C(=O)OC[C@@H](Cc1c[nH]c2ccccc12)NC(=O)[C@@H](CC=C)CC(=O)N[C@H](CO)Cc1ccccc1	-13%	-2.2	1%	3%	3%	-7%	3%	19
O=C(COc1cccnc1[N+](=O)[O-])Nc1ncc(Cl)cc1Cl	-17%	-2.5	0%	?	2%	28%	?	-71*
Cc1cccc(NC(=O)c2sc3nc(-c4ccccc4)cn3c2C)n1	-1%	0.1	?	2%	12%	2%	-3%	/
O=C(c1cccs1)N(C(=O)c1cccs1)c1ccccn1	-4%	-0.1	-1%	-2%	2%	-3%	-1%	/
O=C(O)c1ccc(OCCN2CCCC2=O)cc1	-4%	0.8	0%	5%	4%	4%	9%	-1
COc1ccc(NC(=O)C(NC(=O)Cc2cccs2)c2ccccc2)cc1 (stereo not given)	14%	-0.6	3%	-9%	-1%	22%	7%	-2
O=C(NC1CCCCC1)c1ccc([N+](=O)[O-])o1	-15%	0.1	0%	-8%	6%	2%	6%	-6
Cc1ccc(C(=O)NCc2ccccc2)c(F)c1F	12%	-3.0	-2%	3%	6%	-9%	-8%	4
COc1ccc(N2CCN(C(CNC(=O)C(=O)NCCCn3ccnc3)c3ccco3)CC2)cc1 (stereo not given)	-30%	-2.0	0%	-9%	4%	15%	5%	6
COc1ccc(CNC(=O)c2ccc(NC(=O)CC3SC(N4CCCCC4)=NC3=O)cc2)cc1 (stereo not given)	-2%	0.7	0%	-3%	5%	-1%	-14%[57.1 µM]	-10
Brc1cccc(Nc2nc(-c3cccnc3)cs2)c1	2%	-1.8	-3%	-9%	7%	-1%	?	-1
O=c1c2ccccc2[nH]c(=S)n1CCN1CCc2ccccc2C1	-15%	-0.5	0%	-17%	-1%	-22%	3%	-6
O=C(COC(=O)CN1C(=O)c2ccccc2C1=O)Nc1ccccc1	12%	-1.2	1%	0%	-1%	20%	-25%	0
O=C(Nc1ccc(F)c(Cl)c1)N1CCCCCC1	2%	0.2	2%	-1%	7%	12%	-1%	4
COC(=O)c1sc2ncn(CC(=O)NCCc3ccc(OC)c(OC)c3)c(=O)c2c1C	3%	0.4	?	?	3%	-7%	5%	-3
Cc1ccc(S(=O)(=O)N2CCCCC2)cc1	5%	2.0	1%	3%	5%	-4%	-2%[57.1 µM]	0
CC(C)CC(=O)NC(NC(=S)Nc1ccccc1)C(Cl)(Cl)Cl (stereo not given)	-23%	-1.9	-1%	30µM*	5%	-1%	-8%	6
COc1ccc(/C=C2\N=C(SC)NC2=O)cc1	18%	0.9	/	1%	-1%	10%	2%	-6
CC1=C(C(=O)N(C(C)C)C(C)C)CC(CC(=O)NCCc2ccccn2)C(=O)N1Cc1ccc(F)cc1 (stereo not given)	-12%	0.1	/	-5%	1%	-1%	-9%	2
CCCOc1ccc(C2(C(=O)O)CCCC2)cc1	19%	-5.4	2%	-1%	-3%	9%	4%	/
O=C(c1cccc(-c2ccc(O)cc2)c1)N1CCOCC1	17%	-0.2	0%	0%	-1%	14%	8%	6
Cc1ccc(CCNC(=O)c2cc(S(=O)(=O)N3CCOCC3)cn2C)cc1	21%	0.9	1%	-3%	-8%	4%	12%	3
Cc1cc(C)cc(C(=O)N2CCCCC2)c1	-11%	-0.6	/	-2%	-11%	-10%	5%	-9
O=C(NCCCN1CCOCC1)c1cc(-c2cccs2)on1	-29%	0.0	2%	-8%	1%	-9%	-16%	/
S=c1[nH]c2cc3ccccc3cc2[nH]1	9%	2.2	0%&-4%	30µM*	4%	3%	-5%	-4
COc1cc(N(C)C)c([N+](=O)[O-])cc1C(=O)N1CCN(Cc2ccccc2)CC1	-6%	-1.0	3%	-10%	0%	1%	-4%	-5
O=C(Cc1csc(-c2ccccc2)n1)NCc1cccs1	2%	1.4	-8%	1%	-4%	-7%	-13%	-2
Cc1ccc(CNC(=O)c2ccccc2NC(=O)CN2CCN(C)CC2)cc1	-11%	0.9	1%	2%	7%	-2%	1%	0
CN(CC(=O)Nc1ccccc1Cl)C(=O)COC(=O)c1cc([N+](=O)[O-])ccc1N1CCOCC1	-18%	-2.0	0%	-10%	-10%	16%	-13%	-13
COc1ccc(NC(=O)c2ccccc2)c([N+](=O)[O-])c1	-3%	-1.2	-2%	-1%	-8%	-3%	-10%	7

Given with two lines to a compound: part of the list above
Results follow in this order: EPAC1 antagonist | CCT modulator | MmCpn inh | PLK1 PBD inh | EPAC1 ag | EPAC2 antagonist | WRN inhibitor | PI5P4Ka inh
Cc1ccc(CCNC(=O)c2cc(S(=O)(=O)N3CCOCC3)cn2C)cc1
→ 21% | 0.9 | 1% | -3% | -8% | 4% | 12% | 3
Cc1cc(C)cc(C(=O)N2CCCCC2)c1
→ -11% | -0.6 | / | -2% | -11% | -10% | 5% | -9

Next entries follow:
SMILES	EPAC1 antagonist	CCT modulator	MmCpn inh	PLK1 PBD inh	EPAC1 ag	EPAC2 antagonist	WRN inhibitor	PI5P4Ka inh
CCN(CC)CCNC(=O)C1CCC(=O)N1CCc1ccccc1 (stereo not given)	?	-1.6	1%	-3%	1%	3%	3%	3
CCc1cccc(C)c1NC(=O)CSc1nc(-c2ccccc2F)nc2nc[nH]c12	3%	-0.8	?	-8%	7%	9%	2%	-7
COc1ccc(NC(=O)CSc2cn[nH]n2)c(OC)c1	22%	-3.0	-3%	-18%	10%	-2%	-1%	-3
C=CCn1c(SCC(=O)Nc2c(C)n(C)n(-c3ccccc3)c2=O)nnc1-c1cccnc1	3%	0.3	-1%	2%	10%	1%	-14%	5
COc1cccc(NC(=O)CN2C(=O)C(=O)N(C3CCCC3)C2=O)c1	0%	-1.8	0%	-4%	-2%	3%	-23%	6
CC(C)C(=O)NCCc1c[nH]c2ccccc12	-17%	-2.7	1%	-6%	6%	3%	-24%	4
Cn1c(=O)c2c(SCC(=O)NCCc3ccccc3)nc(C3CC3)nc2n(C)c1=O	9%	-7.5	-13%	-1%	18%	2%	0%	1
Nc1nccc(-c2ccc(-n3cnc4ccccc43)cc2)n1	1%	-1.2	3%	4%	-5%	-10%	7%	0
CCCc1nc2sc3c(=O)n(N)cnc3c2c2c1CCCC2	-15%	-2.3	0%	0%	-4%	-7%[57.1 µM]	-6%	2
Cc1ccc(NC(=S)NN2CCN(C)CC2)c(C)c1	-9%	-3.4	0%	-10%	11%	4%	-10%	-1
CC1(C)C2CCC1(C)C(OC(=O)c1ccccc1C(=O)O)C2 (stereo not given)	-10%	0.5	-2%	-11%	5%	-4%	-7%	0
Cc1ccc(S(=O)(=O)N2CCCC2C(=O)NCc2ccccc2F)cc1 (stereo not given)	-12%	2.0	3%	-1%	14%	-7%	1%	0
O=[N+]([O-])c1cccc(COc2cccc(CN3CCCCC3)c2)c1	-12%	-0.8	/	-6%	-21%	1%	-4%	2
COc1ccc([C@H]2CC(=O)C=C(c3cc(F)ccc3F)C2)cc1OC	-5%	-1.8	0%	-8%	7%	-23%	1%	0
C=CC[C@@H](Cc1ccc(F)cc1)C(=O)OC[C@@H]1CCCN1C(=O)[C@@H](CC=C)CC(=O)N(CCO)Cc1ccccc1	-20%	-2.7	-1%	-11%	-9%	?	-7%	7
CCC(c1nnnn1CCOC)N1CCN(C(=O)c2ccco2)CC1 (stereo not given)	-20%	-2.9	-1%	-11%	0%	-5%	-28%[57.1 µM]	3
O=c1oc2cc(OCc3ccc(C(F)(F)F)cc3)ccc2cc1-c1ccccn1	6%	0.6	0%	-5%	-3%	-3%	7%	-1
CCN1CCCC1CNC(=O)c1c(O)c2c([nH]c1=O)CCCC2 (stereo not given)	-3%	0.4	-7%	-2%	0%	-1%	-2%	0

Retrieved one by one from above:
SMILES	EPAC1 antagonist	CCT modulator	MmCpn inh	PLK1 PBD inh	EPAC1 ag	EPAC2 antagonist	WRN inhibitor	PI5P4Ka inh
O=C(c1cccs1)N(C(=O)c1cccs1)c1ccccn1	-4%	-0.1	-1%	-2%	2%	-3%	-1%	/
CC(=O)C1=C(O)C(=O)N(c2ccc(O)cc2)C1c1ccccc1F (stereo not given)	-12%	-1.8	-1%	-7%	6%	18%	9%	-3
